High-throughput results: PubChem BioAssay, several laboratories
Rac1 GTP hydrolysis: MgcRacGAP GTPase-activating activity inhibitors, confirmation, biochemical, ADP Hunter fluorescence; MgcRacGAP-stimulated Rac1 GTP hydrolysis, ADP Hunter fluorescence; higher % means a stronger effect; GST-tagged Rac1 F28L mutant substrate; inhibition, % at 30 µM, or IC50 in µM where a hit was titrated; hit rate 0.6% among 340,000; AID 624330;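 active means first-screen hits whose inhibition reached a set limit at any dose in the follow-up dose series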;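 further: fluorescence reports GDP produced by GAP-driven GTP hydrolysis; strong numbers were not always called active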
Myeloid diff MLP: compounds promoting myeloid differentiation; ER-HoxA9 myeloid progenitors, lysozyme-GFP differentiation, flow cytometry; calls only at 10 µM; hit rate 1% among 360,000; AID 624256;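 active means normalized GFP-positive differentiation at or above the plate's own cutoff, the solvent-only control mean plus 3 SD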;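 further: cells exposed to compound for four days before flow analysis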
T cell HTS: modulates CD8 T cell binding to vesicles | calls only at 7 µM | hit rate 0.068% among 330,000 | 2C CD8+ T cell-vesicle binding, flow cytometry; hits give low values;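 active means response, share of CD8 T cells binding vesicles, and their 90th percentile fluorescence all below set limits, cut at about 80% in these data, passing the limit was not always enough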
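Read-out – percent CD8+ FL2 mean versus row control · System – murine 2C transgenic CD8+ T lymphocytes · Times – 1.5 h cell–vesicle binding at 37 °C, then 20 min icy labelling · Control set – naked vesicles low, QL9 vesicles with vehicle high · Detection – cytometric PE anti-B7-1 and Alexa647 anti-CD8 signals after 1% paraformaldehyde fixation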
T cell HTS vesicle-bound %: second read-out of T cell HTS, no call of its own (marks repeat the call); double positive events, %; measured here: CD8+ vesicle-bound cell fraction;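 binding gate set so that unloaded-vesicle control wells show 10% double positive cells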
Myeloid diff MLP GFP+ MAC1+ %: further read-out of Myeloid diff MLP, marked with its call; GFP+ MAC1+ double positive, %; measured here: differentiation confirmed by MAC1 staining
* hit, by the source's call; i = inactive; + = active, no number.

entry | compound | Rac1 GTP hydrolysis | Myeloid diff MLP | Myeloid diff MLP GFP+ MAC1+ % | T cell HTS | T cell HTS vesicle-bound %
1 | O=C(CN1C(=O)NC(CCc2ccccc2)C1=O)Nc1ccc(F)c(F)c1F (stereo unspecified) | 4% | i | 0.3 | i | 30
2 | CC(C)[C@H](NC(=O)c1cccc(S(=O)(=O)N2CCOCC2)c1)C(=O)NCc1ccc(F)cc1 | -1% | i | 0.8 | i | 41
3 | Cc1ccc2c(c1)[C@@H]1[C@H](CO2)[C@H](c2ccccc2)[C@]2(C)C(=O)N[C@H](C)C(=O)N12 | 13% | i | 2.2 | i | 41
4 | OC[C@H]1O[C@H](OCCc2ccc(O)cc2)[C@H](O)[C@@H](O)[C@@H]1O | 9% | i | 1.8 | i | 20
5 | COc1ccc(CC(=O)OCc2csc(CC(=O)Nc3ccc(C)cc3)n2)cc1 | 0% | i | 1.1 | i | 36
6 | N#CC1(NC(=O)CN2C(=O)NC(c3ccccc3)(c3ccccc3)C2=O)CCCC1 | 5% | i | 0.5 | i | 41
7 | Cc1nn(CC(=O)OCC(=O)NCCc2ccc(F)cc2)c(C)c1[N+](=O)[O-] | 2% | i | 2.1 | i | 49
8 | COc1ccc(NC(=O)CSc2n[nH]c(-c3ccncc3)n2)cc1Cl | 2% | i | 2.4 | i | 40
9 | COc1ccccc1NC(=O)c1ccc(NC(=O)COC(=O)c2cccnc2Cl)cc1 | 5% | i | 0.8 | i | 54
10 | CC(C)(C)[C@H]1COC(=O)[C@H](NC(=O)OCC2c3ccccc3-c3ccccc32)C/C=C\C[C@@H](CC(=O)N[C@H](CO)Cc2ccccc2)C(=O)N1 | 11% | i | 1.0 | i | 9
11 | Cc1ccccc1S(=O)(=O)/N=C(/Nc1nc2ccccc2s1)c1ccccc1 | 5% | i | 1.3 | i | 41
12 | O=C(Nc1nccs1)C1=COCCO1 | -1% | i | 0.5 | i | 46
13 | Cc1ccc(OC(C)C(=O)Nc2ncc(Cl)cc2Cl)c([N+](=O)[O-])n1 (stereo unspecified) | 1% | i | 0.8 | i | 44
14 | COc1ccc(CCN(C)C(=O)c2ccc3c(=O)n4c(nc3c2)CCCCC4)cc1OC | 4% | i | 0.1 | i | 34
15 | O=C1CSc2ccc(C(=O)NCCc3ccc(Cl)cc3Cl)cc2N1 | 7% | i | 1.2 | i | 52
16 | CCN1C(=NCCc2ccccn2)N[C@@H](c2cccc(C(F)(F)F)c2)C(C(=O)OC)=C1C | 7% | i | 2.1 | i | 29
17 | Cc1noc(C)c1C(=O)OCC(=O)N1CCc2ccccc21 | 3% | i | 0.4 | i | 38
18 | O=C(COC(=O)Cc1ccc([N+](=O)[O-])cc1)NCc1ccc2c(c1)OCO2 | -4% | i | 1.8 | i | 48
19 | COc1cc2cnc(CCO[C@H]3CCCCO3)cc2cc1OC | 7% | i | 2.8 | i | 28
20 | COc1ccccc1N1CC(C(=O)Nc2ccc(S(=O)(=O)N3CCCC3)cc2)CC1=O (stereo unspecified) | 3% | i | 2.4 | i | 57
21 | CC(=NNC(=O)c1cccc(S(=O)(=O)N2CCOCC2)c1)c1ccccc1 | 1% | i | 0.6 | i | 18
22 | O=C(Nc1ccccc1)[C@@H]1CCCN1S(=O)(=O)c1ccc(Cl)cc1 | -1% | i | 0.8 | i | 53
23 | Cc1ccc(C(C)C)c(OCC(=O)NNC(=O)Cc2ccc(S(=O)(=O)N3CCOCC3)s2)c1 | 0% | i | 0.8 | i | 48
24 | CN(C(=O)COC(=O)CNC(=O)c1sc2ccccc2c1Cl)C1CCS(=O)(=O)C1 (stereo unspecified) | 7% | i | 0.5 | i | 22
25 | CN(CC(=O)Nc1ccccc1Br)C(=O)CN1CCN(Cc2cccc(Cl)c2)CC1 | -1% | i | 1.3 | i | 42
26 | COc1cc2c(C(F)(F)F)c(-c3ccc(C#N)cc3)oc(=O)c2cc1OC | 10% | i | 0.9 | i | 22
27 | CC(=O)c1cc2c(cc1NC(=O)Cc1c(C)noc1C)OCO2 | 4% | i | 0.4 | i | 43
28 | CCC/C(=C1/c2ccccc2C(=O)N1c1ccccc1)c1ccc(O[C@@H]2CCCCO2)cc1 | 4% | i | 1.6 | i | 17
29 | O=C(c1cccc(S(=O)(=O)N2CCCc3ccccc32)c1)N1CCN(c2ccccc2)CC1 | -11% | i | 0.6 | i | 36
30 | CC[C@]12c3[nH]c4ccccc4c3CCN1C(=O)C(CC(=O)NCCCN(C)C)C[C@@H]2C(=O)N1CCN(C(=O)c2ccco2)CC1 (stereo partly specified) | 5% | i | 0.0 | i | 18
31 | CCOc1ncccc1C(=O)Nc1cc(S(=O)(=O)N2CCOCC2)ccc1OCC(F)(F)F | 3% | i | 1.0 | i | 38
32 | COc1ccc(NC(=O)COC(=O)Cc2coc3cc(OC)ccc23)c(OC)c1 | 0% | i | 0.6 | i | 41
33 | O=C(O)c1cc(S(=O)(=O)NCCOc2ccccc2)ccc1Cl | 5% | i | 0.2 | i | 40
34 | CC(C)CN(C(=O)CN(C)CC(=O)Nc1ccc(Cl)c(C(F)(F)F)c1)c1c(N)n(CC(C)C)c(=O)[nH]c1=O | -5% | i | 0.8 | i | 35
35 | Cc1ccsc1C(=O)OCC(=O)N1CCN(c2ccccc2)CC1 | 4% | i | 0.9 | i | 30
36 | O=C1c2cc(Br)ccc2N(Cc2ccc(Br)cc2)S(=O)(=O)C1c1cc(Cl)c(Cl)cc1[N+](=O)[O-] (stereo unspecified) | -2% | i | 0.7 | i | 43

5 entries picked at random from the list so far:
entry | compound | Rac1 GTP hydrolysis | Myeloid diff MLP | Myeloid diff MLP GFP+ MAC1+ % | T cell HTS | T cell HTS vesicle-bound %
27 | CC(=O)c1cc2c(cc1NC(=O)Cc1c(C)noc1C)OCO2 | 4% | i | 0.4 | i | 43
34 | CC(C)CN(C(=O)CN(C)CC(=O)Nc1ccc(Cl)c(C(F)(F)F)c1)c1c(N)n(CC(C)C)c(=O)[nH]c1=O | -5% | i | 0.8 | i | 35
36 | O=C1c2cc(Br)ccc2N(Cc2ccc(Br)cc2)S(=O)(=O)C1c1cc(Cl)c(Cl)cc1[N+](=O)[O-] (stereo unspecified) | -2% | i | 0.7 | i | 43
26 | COc1cc2c(C(F)(F)F)c(-c3ccc(C#N)cc3)oc(=O)c2cc1OC | 10% | i | 0.9 | i | 22
30 | CC[C@]12c3[nH]c4ccccc4c3CCN1C(=O)C(CC(=O)NCCCN(C)C)C[C@@H]2C(=O)N1CCN(C(=O)c2ccco2)CC1 (stereo partly specified) | 5% | i | 0.0 | i | 18

(further entries)
entry | compound | Rac1 GTP hydrolysis | Myeloid diff MLP | Myeloid diff MLP GFP+ MAC1+ % | T cell HTS | T cell HTS vesicle-bound %
37 | CC(C)(C)NC(=O)CC1C[C@H](C(=O)N2CCCCC2)[C@@]2(CCc3ccccc3)c3[nH]c4ccccc4c3CCN2C1=O (stereo partly specified) | 8% | i | 0.7 | i | 10
38 | O=C(COC(=O)c1cccc(S(=O)(=O)NCc2ccccc2)c1)NC1CC1 | 0% | i | 0.4 | i | 38
39 | CN(Cc1ccccc1)C(=O)c1cccc(NC(=O)C2CCCN(C(=O)OC(C)(C)C)C2)c1 (stereo unspecified) | 9% | i | 1.6 | i | 51
40 | O=C(NCC(c1ccco1)N1CCCC1)c1cc(S(=O)(=O)N2CCCCC2)ccc1Cl (stereo unspecified) | 1% | i | 0.3 | i | 52
41 | CCOC(=O)N1CCN(C(=S)NC(=O)c2cccc(OC)c2)CC1 | 1% | i | 0.5 | i | 43
42 | Cc1ccc(NC(=O)c2cnccn2)cc1S(=O)(=O)N1CCCCCC1 | 6% | i | 1.1 | i | 19
43 | Cc1cc(SCC(=O)Nc2ccc3[nH]c(=O)[nH]c3c2)nc2ccccc12 | -12% | i | 1.4 | i | 54
44 | c1ccc(C[C@H]2CN=C(Nc3ccccc3)N2CC2CCCCC2)cc1 | 3% | + | 2.2* | i | 4
45 | NS(=O)(=O)c1ccc(NC(=O)c2ccc(OCC3CCCO3)cc2)cc1 (stereo unspecified) | 5% | i | 0.3 | i | 36
46 | Cc1noc(C)c1S(=O)(=O)N(C)C[C@H]1Oc2ccc(NS(=O)(=O)c3cn(C)cn3)cc2C(=O)N([C@H](C)CO)C[C@@H]1C | 6% | i | 0.9 | i | 12
47 | O=C(C[C@@H]1C/C=C\C[C@H](Cc2ccc(F)cc2)C(=O)OC[C@H]2CCCN2C1=O)NCCO | 3% | i | 1.8 | i | 16
48 | CCOC(=O)c1sc2nc(C)nc(N3CCN(S(=O)(=O)c4ccccc4)CC3)c2c1C | 9% | i | 1.0 | i | 45
49 | Cc1ccc(C(=O)Nc2cccc(C(F)(F)F)c2)cc1NC(=O)c1c[nH]c2cc(C(F)(F)F)ccc2c1=O | 6% | i | 1.5 | i | 11
50 | COc1ccc(C(=O)OCC(=O)NCc2ccc3c(c2)OCO3)cc1S(=O)(=O)N1CCOCC1 | -2% | i | 1.6 | i | 56
51 | CC(C)(C)NS(=O)(=O)NC(=O)C1=C(N2CCCC2)COC1=O | 7% | i | 1.2 | i | 13
52 | COC(=O)C1CCN(C(=O)c2cc(-c3ccco3)nc3ccccc23)CC1 | 13% | i | 1.2 | i | 52
53 | CC(C)(C)OC(=O)C[C@@H]1C/C=C\C[C@@H](CC(=O)NCCO)C(=O)N[C@H](C(C)(C)C)COC1=O | 3% | i | 0.7 | i | 5
54 | Cc1c(NS(=O)(=O)c2cc(C(=O)N3CCCC(C)C3)ccc2Cl)c(=O)n(-c2ccccc2)n1C (stereo unspecified) | 1% | i | 0.8 | i | 38
55 | CC(NC(=O)COC(=O)c1cccc(S(=O)(=O)N2CCCC2)c1)c1ccccc1 (stereo unspecified) | 0% | i | 0.8 | i | 33
56 | Cc1ccc(S(=O)(=O)CCC(=O)OCc2cc(=O)oc3cc(C)ccc23)cc1 | 1% | i | 0.3 | i | 55
57 | O=C(COC(=O)Cc1cccc(C(F)(F)F)c1)NC(=O)NC1CCCC1 | 0% | i | 0.5 | i | 46
58 | Cc1ccc(S(=O)(=O)NCC(=O)NNC(=O)c2ccc(Br)cc2)cc1C | 1% | i | 1.0 | i | 19
59 | C=C[C@@H]1c2ccccc2N(S(=O)(=O)c2ccc(C)cc2)[C@H](c2ccc(C(=O)OC)cc2)C1(C#N)C#N | 0% | i | 3.1 | i | 42
60 | O=C(/C=C/c1ccco1)OCC(=O)N1CCCCC1 | 3% | i | 0.3 | i | 34
61 | CCN(C[C@H]1N[C@@](C)(C(=O)OC)[C@H]2C(=O)N(Cc3ccccc3)C(=O)[C@@H]12)C(=O)Nc1ccc(C)cc1 | 3% | i | 0.5 | i | 16
62 | Cc1ccc(NC(=O)Cn2nc(C(=O)O)c3ccccc3c2=O)cc1S(=O)(=O)N1CCCCC1 | 2% | i | 2.3 | i | 49
63 | O=C(CSc1nnnn1-c1ccc(Cl)cc1)NC1CCS(=O)(=O)C1 (stereo unspecified) | 6% | i | 0.4 | i | 46
64 | COc1ccc(C(=O)NCC(=O)NCc2ccncc2)cc1 | -1% | i | 1.2 | i | 18
65 | Cc1ccc(C)c(C(=O)CCC(=O)NNC(=O)c2cccs2)c1 | 6% | i | 0.8 | i | 17
66 | Cc1ccc(C(=O)OCC(=O)N(Cc2ccccc2)C(C)C)cc1C | -1% | i | 0.7 | i | 57
67 | COc1cc2c(cc1CNC[C@H]1O[C@@H](n3cnc4c(N)ncnc43)[C@H](O)[C@@H]1O)OCO2 | 3% | i | 0.7 | i | 5
68 | N#Cc1ccc(-c2ccc(OCC(=O)NN=Cc3ccncc3)cc2)cc1 | 2% | i | 1.7 | i | 43
69 | CC1CCCN(S(=O)(=O)c2cccc(C(=O)OCC(=O)N(C)Cc3c(F)cccc3Cl)c2)C1 (stereo unspecified) | 1% | i | 0.4 | i | 7
70 | O=C1C(Cc2ccccc2)Nc2ncnc(N3CCCCC3)c2N1Cc1ccccc1 (stereo unspecified) | 11% | i | 0.9 | i | 14
71 | CCC(CO)Oc1cc(NCc2ccc(O)cc2)c2ncn(C(C)C)c2c1 (stereo unspecified) | 20% | i | 1.5 | i | 18
72 | CCOc1ncccc1C(=O)Nc1ccc2c(c1)OCCO2 | 6% | i | 0.8 | i | 44
73 | c1ccc2cc(C3CCCCC3)ncc2c1 | 9% | i | 0.8 | i | 5
74 | O=C(Cc1ccc(Cl)cc1)NNC(=O)C(=O)NC1CCCCC1 | -1% | i | 0.5 | i | 43
75 | CC[C@]12c3[nH]c4ccccc4c3CCN1C(=O)C(CC(=O)NCCCn1ccnc1)C[C@@H]2C(=O)N1CCN(C(=O)c2ccco2)CC1 (stereo partly specified) | 6% | i | 0.4 | i | 10
76 | CNC[C@H]1Oc2c(NS(=O)(=O)c3ccc(F)cc3)cccc2C(=O)N([C@H](C)CO)C[C@@H]1C | 10% | i | 3.7 | i | 15
77 | CCOc1ccc(S(=O)(=O)N2CN(c3cccc(C(C)=O)c3)c3nc4ccccc4nc32)cc1 | -55% | i | 1.1 | i | 50
78 | Cc1ccc(NS(=O)(=O)c2ccc(C)c(NC(=S)NCCN3CCOCC3)c2)c(C)c1 | 1% | i | 0.4 | i | 14

Only part of the results is shown; the hit share may differ from the screen's.
